PhoP GFP inhibition – PhoP regulon inhibitors, Salmonella typhi PhoP promoter GFP reporter, confirmatory (AID 1850); Salmonella Typhi PhoP-promoter GFP reporter, fluorescence, 4 h; higher % means a stronger effect; one-dose inhibition, % at 50 µM; IC50 in µM for titrated hits; hit rate 0.33% among 310,000; in the data active means a potency from the dose series; inconclusive means inhibition mostly from about 25% at the one dose, without a potency; inactive means the rest, 99 in 100 with inhibition below about 19%;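 further: 0% = induced wells with vehicle and 100% = uninduced wells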
M. tuberculosis – growth inhibition of non-replicating M. tuberculosis (AID 488890). Mycobacterium tuberculosis non-replicating, growth inhibition; higher % means a stronger effect. inhibition, % at 25 µM; hits with a dose series show IC50 in µM. hit rate 0.39% among 320,000; in the data active means a potency from the dose series; inconclusive means inhibition mostly from about 82% at the one dose, without a potency; inactive means the rest, 99 in 100 with inhibition below about 76%;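 further: plate controls were DMSO cells for no effect and high antibiotic wells for full effect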
H37Rv inhibition – M. tuberculosis growth inhibition, HTS (AID 449762); M. tuberculosis H37Rv growth inhibition, 7H9 media; higher % means a stronger effect; one-dose inhibition, % at 25 µM; IC50 in µM for titrated hits; hit rate 0.59% among 330,000; in the data active means a potency from the dose series; inconclusive means inhibition above about 70% without an active follow-up result;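 further: bacterial growth assessed after seven days of incubation; strong numbers were not always called active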
influenza NS1A – NS1A inhibition, H1N1 influenza, cell based functional assay (AID 504329) | hit rate 0.3% among 340,000 | NS1A functional cell-based assay, percent inhibition; higher % means a stronger effect | inhibition, % at 12.5 µM; hits with a dose series show IC50 in µM; in the data active means a potency from the dose series; inconclusive means inhibition above about 27% without an active follow-up result; further: strong numbers were not always called active
inhibitors of VEEV – inhibitors of VEEV TC-83 cytopathic effect, confirmation, Vero cells (AID 588727); Vero cells, VEEV TC-83 cytopathic effect inhibition; higher % means a stronger effect; one-dose inhibition, % at 20 µM; IC50 in µM for titrated hits; hit rate 0.13% among 350,000; in the data active means a potency from the dose series; inconclusive means inhibition mostly from about 14% at the one dose, without a potency; inactive means the rest, 99 in 100 with inhibition below about 12%; further: strong numbers were not always called active
inhibitors of VEEV 10K pilot screen – further read-out of inhibitors of VEEV, marked with its call; inhibition, %; measured here: 10K pilot screen inhibition
* hit, by the source's call; i = inactive; ? = inconclusive; / = no result given.

The opening 6 compounds, ahead of the listing:
SMILES	PhoP GFP inhibition	M. tuberculosis	H37Rv inhibition	influenza NS1A	inhibitors of VEEV	others
c1csc(-c2nc(-c3ccncc3)no2)c1	-5%	11%	-12%	1%	0.3%
CCOc1cccc(=O)c2c(C)n(Cc3ccccc3)c(C)c12	-1%	50%	14%	-7%	i
CN(Cc1ccccc1)C(=O)c1nc[nH]c1C(=O)N1CCN(c2ccccc2)CC1	/	-2%	-5%	-3%	0.2%
C=CCNC(=O)C(C)N1c2cccc3cccc(c23)S1(=O)=O (stereo not drawn)	-1%	-6%	-9%	-2%	0.4%
Cc1ccsc1C(=O)C1CCCN(Cc2cnn(C(C)C)c2)C1 (stereo not drawn)	-8%	12%	3%	0%	i	inhibitors of VEEV 10K pilot screen=0.2
COc1ccc(Cn2c(C)nc3oc4cc(OC)ccc4c(=O)c3c2=O)cc1	/	/	/	-5%	0.3%

This part in full, repeating the preview:
SMILES	PhoP GFP inhibition	M. tuberculosis	H37Rv inhibition	influenza NS1A	inhibitors of VEEV	others
c1csc(-c2nc(-c3ccncc3)no2)c1	-5%	11%	-12%	1%	0.3%
CCOc1cccc(=O)c2c(C)n(Cc3ccccc3)c(C)c12	-1%	50%	14%	-7%	i
CN(Cc1ccccc1)C(=O)c1nc[nH]c1C(=O)N1CCN(c2ccccc2)CC1	/	-2%	-5%	-3%	0.2%
C=CCNC(=O)C(C)N1c2cccc3cccc(c23)S1(=O)=O (stereo not drawn)	-1%	-6%	-9%	-2%	0.4%
Cc1ccsc1C(=O)C1CCCN(Cc2cnn(C(C)C)c2)C1 (stereo not drawn)	-8%	12%	3%	0%	i	inhibitors of VEEV 10K pilot screen=0.2
COc1ccc(Cn2c(C)nc3oc4cc(OC)ccc4c(=O)c3c2=O)cc1	/	/	/	-5%	0.3%
O=C(CSCCO)Nc1ccc(C23CC4CC(CC(C4)C2)C3)cc1	-1%	22%	-4%	-1%	i
COc1cc(C(CC(=O)O)n2cnnn2)ccc1OC(C)C (stereo not drawn)	5%	-1%	1%	/	i
CC(=O)c1sc(NC(=O)CN2C(=O)NC3(CCCC3)C2=O)nc1-c1ccccc1	0%	-2%	0%	-7%	0.9%
CC(C)(C)[C@@H]1CCC(=O)N(CC[C@H](Sc2ccccc2)c2ccccc2)CC1	3%	27%	-5%	8%	1.5%
O=C(COC(=O)c1c2c(nc3ccccc13)/C(=C\c1cccs1)CCC2)Nc1ccccc1	-4%	37%	?	22%	7.9%
COc1ccc(S(=O)(=O)N2CCC(C(=O)Oc3c(OC)cccc3OC)CC2)cc1OC	10%	14%	11%	24%	8.1%
O=C(c1ccc(C(F)(F)F)cc1)N1CCN(S(=O)(=O)c2ccc3c(c2)OCCCO3)CC1	-7%	6%	-14%	13%	5.2%
O=S(=O)(c1cccc(Cl)c1)N1CN(CC2CCCO2)c2nc3ccccc3nc21 (stereo not drawn)	-13%	13%	4%	14%	2.1%
C=CCC1c2cccc(C(=O)O)c2C(=O)N1c1ccc(Cl)cc1 (stereo not drawn)	-39%	25%	24%	-1%	1.9%
NC(=O)N/N=C/c1sc(=O)n(-c2ccccc2)c1Cl	-3%	4%	0%	-3%	0.4%
CC(C)OCCCNC(=O)C1CCN(S(=O)(=O)N2CCCCC2)CC1	-2%	3%	1%	6%	0.7%
CC(=O)c1ccc(NC(=O)C(C)Sc2nnnn2C)cc1 (stereo not drawn)	2%	7%	-2%	-1%	i
COc1ccc(-n2c(Cc3cccn3C)nnc2SCC(=O)Nc2ccccc2)cc1	9%	25%	-3%	8%	0.5%
CCCCN(C(=O)c1ccc2c(c1)S(=O)(=O)N=C1CCCCCN12)c1c(N)n(CCCC)c(=O)[nH]c1=O	0%	26%	2%	-4%	1.1%
CCCC(C)c1nnc(NC(=O)c2cc(C(=O)OC)cc([N+](=O)[O-])c2)s1 (stereo not drawn)	-5%	36%	21%	16%	1.3%
CN1CCN(NC(=S)NC2CCCC2)CC1	-10%	5%	3%	-10%	i
Cc1ccc(CCNC(=O)CN(c2ccc(C)cc2)S(=O)(=O)c2c(C)noc2C)cc1	-11%	2%	7%	-6%	1.6%
CCC(=NCC1CCCO1)c1c(O)n(Cc2ccccc2)c(=O)[nH]c1=O (stereo not drawn)	-6%	10%	-1%	-1%	i

Sorted by molecular weight (high to low): part of the list above.
SMILES	PhoP GFP inhibition	M. tuberculosis	H37Rv inhibition	influenza NS1A	inhibitors of VEEV	others
CCCCN(C(=O)c1ccc2c(c1)S(=O)(=O)N=C1CCCCCN12)c1c(N)n(CCCC)c(=O)[nH]c1=O	0%	26%	2%	-4%	1.1%
COc1ccc(-n2c(Cc3cccn3C)nnc2SCC(=O)Nc2ccccc2)cc1	9%	25%	-3%	8%	0.5%
CCC(=NCC1CCCO1)c1c(O)n(Cc2ccccc2)c(=O)[nH]c1=O (stereo not drawn)	-6%	10%	-1%	-1%	i

(next part)
SMILES	PhoP GFP inhibition	M. tuberculosis	H37Rv inhibition	influenza NS1A	inhibitors of VEEV	others
COc1ccc(C2=NN(Cc3ccccc3)C3C(=O)NC(=O)C23)cc1 (stereo not drawn)	3%	10%	-1%	-5%	0.8%
COCCCNC(=O)Nc1ccc(Br)cc1Cl	7%	-3%	2%	-4%	i
Nc1ccc(C(=O)Nc2ccc(Nc3ccncc3)cc2)cc1	1%	5%	6%	-3%	i
Cc1nc(Nc2cccc(C(F)(F)F)c2)nc2c1C(=O)CC(C)C2 (stereo not drawn)	-6%	1%	-2%	-7%	5.9%
O=C(Nc1ccc(F)cc1)/C(=C1/CCCCCN1)[N+](=O)[O-]	2%	-3%	-8%	9%	1.3%
CCCC(=O)Nc1sc2c(c1C(=O)OC)C(C(=O)OC)CC2 (stereo not drawn)	-3%	0%	0%	1%	0.1%
Cc1c(C(=O)Nc2cc(F)cc(F)c2)cnn1-c1ccccc1	4%	40%	12%	0%	1.1%
CC(C)C[C@H](NC(=O)N1CCn2c1nc1ccccc12)C(=O)NCc1ccc2c(c1)OCO2	1%	42%	11%	8%	1.0%
CC(C)NC(=O)c1cc2cc(Br)ccc2oc1=O	-1%	/	-3%	21%	0.3%
Cc1cc[n+](C(C)C(=O)c2ccc(Cl)cc2)cc1 (stereo not drawn)	2%	-4%	3%	-11%	i
Nc1ccc(N2CCN(c3ccc(F)cc3)CC2)cc1	-2%	59%	?	-2%	0.5%
O=C(CSc1nnc(Cn2nnc(-c3ccccc3)n2)n1-c1ccccc1)Nc1ccc(F)cc1	5%	0%	-9%	8%	3.2%
CC(=O)Nc1nnc(S(=O)(=O)N2CCN(c3ccc([N+](=O)[O-])cc3Cl)CC2)s1	-5%	3%	6%	3%	2.2%
CCc1cccc(CC)c1NC(=O)COC(=O)/C(C#N)=C/c1ccc(OC)cc1	2%	4%	2%	-6%	0.3%
Nc1ncnc(NCc2ccc(F)cc2)c1[N+](=O)[O-]	-1%	14%	2%	0%	6.4%
CCOc1ccc2[nH]c3nc(SCC(=O)OC(C)C)nnc3c2c1	-3%	30%	11%	-3%	2.6%
Cc1[nH]c(=O)[nH]c(=O)c1Cc1cccc2ccccc12	-3%	4%	3%	3%	2.0%
CC(=O)NCC(=O)NC1(C(=O)NC2CCCC2)CCCCC1	9%	-4%	-3%	7%	0.4%
COCC(C)NC(C(=O)Nc1ccc(C)c(Cl)c1)c1ccccc1 (stereo not drawn)	-8%	18%	11%	3%	1.8%
Cc1ccc(N2C(N)=C(C#N)C(c3cccs3)C3=C2CC(C)(C)CC3=O)cc1 (stereo not drawn)	4%	40%	-23%	2%	9.9%
O=C1CCC(N2C(=O)c3ccccc3C2=O)C(=O)N1 (stereo not drawn)	-8%	6%	1%	6%	2.6%
COc1cccc(CN2CCN(Cc3cccc(Br)c3)CC2)c1OC	9%	9%	3%	-5%	0.8%
O=C(CCl)Nc1ccc2c(c1)OCO2	-1%	?	?	-23%	?
C=C(C)COc1ccc(-c2ncncc2Oc2ccc(OC)cc2)c(O)c1	-3%	40%	-1%	-4%	5.3%
O=S(=O)(/N=C(\c1ccccc1F)N1CCCCC1)c1ccccc1	-11%	-10%	-10%	-5%	5.0%
O=C(NC1CCCCC1)N1CCN(Cc2ccco2)CC1	-8%	-1%	3%	4%	i
CN1CCN2c3ncccc3Cc3ccccc3C2C1 (stereo not drawn)	-15%	-7%	-2%	3%	4.5%
CCC(=NCc1ccccc1)c1c(C(F)(F)F)[nH]n(-c2nc3ccccc3s2)c1=O	-5%	14%	-1%	0%	1.6%
COc1cc(/C=C(\C#N)c2ccccn2)cc(OC)c1O	8%	-15%	5%	-6%	8.8%
COc1ccc(/C=C(/NC(=O)c2cccs2)C(=O)NCc2ccco2)cc1OC	-10%	-12%	5%	-4%	0.6%
Cc1nc(SCC(=O)Nc2ccc3c(c2)OCCO3)c2oc3ccccc3c2n1	-10%	-5%	-7%	-15%	i
C=Cc1ccc(CN2CCCN(Cc3ccc(F)cc3)S2(=O)=O)cc1	-2%	43%	2%	-7%	i
COc1ccc(OC)c(-n2c(O)cnc2Nc2nc(C)cc(C)n2)c1	-1%	-5%	-13%	-2%	1.2%
CCOc1ccc(Nc2ccc(N)c(S(=O)(=O)O)c2)cc1	/	/	/	19%	0.7%
Cc1ccc(NC(=O)CN2CCN(c3ccccn3)CC2)c(Cl)c1	-11%	31%	5%	-2%	i
CCOC(=O)C1=C2c3ccc4ccccc4c3CC(C)(C)N2C(=O)C1=O	-3%	6%	2%	-2%	i
O=C1NC(=O)N(Cc2ccco2)C(=O)/C1=C/c1ccc(-c2cccc([N+](=O)[O-])c2)o1	-14%	60%	11%	1%	0.1%
CC1=C(C(=O)OCc2ccccc2)C(c2ccc(C(F)(F)F)cc2)NC(=O)N1CCCCCC(=O)O (stereo not drawn)	-5%	24%	1%	10%	6.5%
CCC(C)NC(=O)C1CCC(=O)N1Cc1ccc(C)cc1 (stereo not drawn)	-6%	-3%	-1%	0%	3.9%
O=[N+]([O-])c1cccc(CN2CCN(Cc3ccc(Cl)cc3)CC2)c1	4%	21%	4%	0%	i
O=c1oc2c(CN3CCOCC3)c(O)c(Cl)cc2c2c1CCCC2	-23%	11%	0%	-6%	0.2%
COCCCn1c(C)nc2c(c1=O)c1nc3ccccc3nc1n2CCc1ccccc1	-17%	/	0%	9%	8.6%
Cn1cncc1C(=O)c1ccccc1	-4%	-10%	-4%	-24%	i
O=C(CCn1c(=O)c2cccn2c2ccc(F)cc21)NCCc1ccccc1	0%	11%	8%	2%	7.8%
O=C(N/N=C/c1cc(Br)c(O)c(Br)c1O)c1ccc2c(c1)OCCO2	-10%	16%	2%	1%	?
N#Cc1ccc(S(=O)(=O)N2CCC(N3CCCCC3)CC2)cc1	5%	-4%	-1%	-2%	2.0%
CCOC(=O)c1c(C)c(C(=O)NCc2cccnc2)c(C)n1CC	2%	-7%	8%	-7%	1.6%
Cc1ccc2nc(NCCCO)nc(-c3ccccc3)c2c1	-2%	25%	2%	-5%	3.5%
COc1ccc(S(=O)(=O)Nc2ccc3c(c2)C(=O)N([C@H](C)CO)C[C@H](C)[C@H](CN(C)Cc2ccc(C(=O)O)cc2)O3)cc1	/	-9%	-4%	-17%	1.1%
NC(=O)c1cc(S(=O)(=O)N2CCN(c3cccc(Cl)c3)CC2)cs1	-14%	-7%	8%	13%	i
Cc1c([N+](=O)[O-])cc(C(=O)Nc2ccc(Cc3ccncc3)cc2)cc1[N+](=O)[O-]	5%	/	6%	19%	2.9%
O=C(CSC(=S)N1CCCC1)c1ccccc1	-8%	?	-7%	-4%	1.7%
CCCn1c(CN2CCN(C(=O)OCC)CC2)nc2cc(NC(=O)C(C)C)ccc21	5%	11%	4%	-3%	i
COc1ccc2c3c([nH]c2c1)C1CC2C(CC(O)C(OC)C2C(=O)O)CN1CC3 (stereo not drawn)	-10%	10%	-4%	-1%	0.2%
Cc1ccc(Oc2ccc(-c3nc(N)nc(N)n3)cc2)cc1	2%	34%	17%	1%	5.9%
O=C(CN1C(=O)CSC1=O)NC1CCCCC1	-9%	-6%	-1%	2%	2.0%
CCOc1ccc(S(=O)(=O)Nc2ccc(C(=O)NCC3CCCO3)cc2)cc1 (stereo not drawn)	-5%	9%	-14%	25%	1.1%
CCCC(=O)Nc1ccc(N2CCOCC2)cc1	7%	-2%	-4%	2%	0.8%
O=C(c1ccco1)N1CCC(c2nc(-c3ccccc3Cl)no2)CC1	0%	8%	-6%	5%	i
COc1ccc2nc(C)cc(NCc3cccc(C(F)(F)F)c3)c2c1	14%	?	?	3%	5.8%
CCOC(=O)C1=C(N)OC2=C(C(=O)CC(C)(C)C2)C1c1cccs1 (stereo not drawn)	-1%	75%	3%	-11%	2.5%
CCC(=O)Nc1ccc(NC(=O)c2ccccn2)cn1	-4%	-3%	1%	6%	0.4%
CCN(CC)CCNC(=O)c1ccc(NC(=O)c2cn(-c3ccc(F)cc3)nc2-c2cccc(OC)c2)cc1	-7%	67%	48%	12%	i
